# DENV2 CPE rescue: inhibitors of DENV2 cytopathic effect; DENV2-infected cells, cytopathic effect rescue, plate reader; CPE inhibition, % at 9.99 µM; hit rate 1.7% among 350,000; AID 651640; in the data active means CPE inhibition above about 20%, passing the limit was not always enough; inconclusive means no clear call, values can overlap the other calls; tested in BHK-21 cells;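 further: 0% = median of neutral control wells and 100% = median of positive control wells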
# PAX8 inh HTS: inhibitors of PAX8 transcriptional activity in RMG-I cells; RMG-I TPO-luciferase reporter, SteadyGlo, 24 h; inhibition, % at 12.6 µM; hit rate 1.2% among 360,000; AID 652154;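 active means mean replicate inhibition at least 60% with every replicate also reaching 60%; inconclusive means only one of the two criteria is met; inactive means mean below 60% and not all replicates reaching 60%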;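 further: luciferase light reporting Pax8 driven TPO promoter activity; plate controls were median of neutral control wells for no effect and mitoxantrone controls for full effect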
# ARNT-TACC3 inh: ARNT/TACC3 interaction disruption. hit rate 0.66% among 390,000. inhibition, % at 9.99 µM. AID 623870. Q9Y6A5. AlphaScreen His-ARNT PAS-B/GST-TACC3 binding, luminescence; TACC3 fragment carries E629A point mutation;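 active means mean inhibition of replicates at least 50% and at least half of replicates each reaching 50%; inconclusive means half or more replicates reach 50% but mean below 50%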;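 further: 0% = complete ARNT plus TACC3 wells and 100% = ARNT alone without TACC3; many hits fall short of the cut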
# CASP6 VEID inh: blocks human caspase-6 cleavage activity; hit rate 0.53% among 350,000; purified caspase-6, Z-VEID-R110 cleavage fluorescence; inhibition, % at 12.5 µM; P55212;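 active means mean inhibition across replicates at least about 35%, with every replicate also reaching that limit, limit read from the data; inconclusive means only one of the two criteria met; inactive means neither criterion met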;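 further: 0% = median of neutral control wells and 100% = no fluorescence left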
# Target sequence (P55212 24-179 limits assumed): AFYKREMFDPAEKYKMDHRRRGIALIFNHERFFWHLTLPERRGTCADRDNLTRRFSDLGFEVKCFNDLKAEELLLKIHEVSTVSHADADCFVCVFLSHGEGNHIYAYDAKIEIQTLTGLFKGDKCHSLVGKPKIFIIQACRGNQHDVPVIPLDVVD
# Target sequence (P55212 194-293 limits assumed): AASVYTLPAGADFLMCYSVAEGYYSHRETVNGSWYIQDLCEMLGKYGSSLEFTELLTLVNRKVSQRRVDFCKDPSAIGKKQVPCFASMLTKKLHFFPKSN
# LGR2 inh: Drosophila LGR2 receptor signaling inhibition | inhibition, % at 9.99 µM | AID 720647 | HEK293 LGR2, CRE-luciferase, bursicon-stimulated, 4 h | hit rate 0.35% among 380,000;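 active means drop in luminescence signal, shown as inhibition above about 50% in the replicate tests, limit read from the data, passing the limit was not always enough; inconclusive means probably only some replicates passing the limit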;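 further: agonist challenge used bursicon conditioned medium at about half maximal strength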
# SIRT5 block: blocks human SIRT5 desuccinylation of peptide; Q9NXA8; AID 652115; Purified SirT5, succinyl-peptide AMC, trypsin-coupled fluorescence; hit rate 1.1% among 330,000; inhibition, % at 15 µM; in the data active means inhibition above about 15%; inconclusive means no clear call, values can overlap the other calls
# Target sequence (Q9NXA8 whole entry, looked up): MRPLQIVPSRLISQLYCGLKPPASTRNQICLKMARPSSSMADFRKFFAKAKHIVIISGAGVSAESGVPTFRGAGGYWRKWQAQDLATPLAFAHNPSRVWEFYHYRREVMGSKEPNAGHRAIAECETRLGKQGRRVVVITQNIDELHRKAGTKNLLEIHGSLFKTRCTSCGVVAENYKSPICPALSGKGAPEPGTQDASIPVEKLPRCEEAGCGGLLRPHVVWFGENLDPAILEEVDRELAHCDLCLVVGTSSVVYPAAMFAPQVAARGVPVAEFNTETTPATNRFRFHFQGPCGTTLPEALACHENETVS
# EWS-Fli block: blocks EWS/Fli oncoprotein-driven transcription; hit rate 0.67% among 350,000; A673 NR0B1-luciferase reporter, viability-normalised; inhibition, % at 12.6 µM;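 active means mean inhibition of at least 50% after viability correction, with every replicate also passing that limit; inconclusive means mean reaches 50% but only one of two replicates passes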;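 further: firefly luciferase signal divided by Alamar Blue viability fluorescence both relative to DMSO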
# * marks the source's active call; other numbers are inactive results; ? = inconclusive; / = not tested or not shown. Outcome played no part in choosing rows. About 4.9% of those tested had a hit in this group.
SMILES,DENV2 CPE rescue,PAX8 inh HTS,ARNT-TACC3 inh,CASP6 VEID inh,LGR2 inh,SIRT5 block,EWS-Fli block
CC(C)c1ccc(-c2csc(NC(=O)c3cccs3)c2C(=O)O)cc1,-2,36,0,6,-15,4,-18
C[C@@H]1CCCCO[C@@H](CN(C)S(=O)(=O)c2ccc(Cl)cc2)[C@@H](C)CN([C@H](C)CO)C(=O)c2cc(NS(=O)(=O)c3ccc(F)cc3)ccc2O1,?,-10,-17,-1,10,15*,-12
CC1=C(C(N)=O)C(c2ccccc2F)n2nc(CCCO)nc2N1 (stereo not given),/,/,21,-1,-10,5,/
COc1ccc(OC)c(/C=N/NC(=O)C(=O)N2CCCC2)c1,?,-19,-20,11,8,2,4
CCOC(=O)c1c(NC(C)=O)sc2c(OC)c(Br)ccc12,2,/,5,-2,14,0,-14
Cc1cc(NC(=O)CSc2cc(Cl)ccc2Cl)n(-c2ccccc2)n1,0,-21,-12,4,30,-2,4
O=C(O)C[C@H]1C[C@@H]2c3cc(NC(=O)NC4CCCC4)ccc3O[C@@H]2[C@H](CO)O1,-2,0,-5,-3,11,9,2
O=C(CCl)N(c1ccccc1)C1CCCCC1,0,103*,1,16,94*,-2,35
O=C(OCCN1CCOCC1)c1ccc2c(c1)OCCO2,/,-183,/,-2,/,-6,/
Cc1cc(C)nc(SCC(=O)NCC2COc3ccccc3O2)n1 (stereo not given),-3,-2,5,-37,1,-2,2
O=C(CNC(=O)c1ccc(Cl)cc1)NNc1c(F)c(F)cc(F)c1F,2,/,-3,1,-16,8,-3
COc1cc(NC(=O)CSc2ccc(-c3cccnc3)nn2)cc(OC)c1,-7,5,-3,-4,5,1,-7
COc1cccc(-c2cnc(C(O)c3ccc(SC)cc3)[nH]2)c1 (stereo not given),6,-9,/,4,12,-5,-3
O=C(NC(CC(=O)N1CCN(c2ccccc2)CC1)c1ccccc1)c1ccccc1 (stereo not given),-6,2,/,0,6,/,-7
COc1ccccc1NC(=O)Nc1ccc(C(=O)N2CCCCC2)cc1,-1,-44,0,-1,-29,2,-37

# 2 records picked at random from the list so far, as already listed:
SMILES,DENV2 CPE rescue,PAX8 inh HTS,ARNT-TACC3 inh,CASP6 VEID inh,LGR2 inh,SIRT5 block,EWS-Fli block
O=C(CCl)N(c1ccccc1)C1CCCCC1,0,103*,1,16,94*,-2,35
Cc1cc(NC(=O)CSc2cc(Cl)ccc2Cl)n(-c2ccccc2)n1,0,-21,-12,4,30,-2,4

# SIRT5 block, what is marked active above.
molecule | DENV2 CPE rescue | ARNT-TACC3 inh | CASP6 VEID inh | LGR2 inh | SIRT5 block
C[C@@H]1CCCCO[C@@H](CN(C)S(=O)(=O)c2ccc(Cl)cc2)[C@@H](C)CN([C@H](C)CO)C(=O)c2cc(NS(=O)(=O)c3ccc(F)cc3)ccc2O1 | ? | -17 | -1 | 10 | 15*

# The list continues.
SMILES,DENV2 CPE rescue,PAX8 inh HTS,ARNT-TACC3 inh,CASP6 VEID inh,LGR2 inh,SIRT5 block,EWS-Fli block
CN(C)CCCNC(=O)C[C@@H]1C=C[C@@H](NC(=O)c2ccccc2F)[C@@H](CO)O1,-8,-3,-10,1,13,-1,-3
O=C(NNC(=O)c1ccccc1[N+](=O)[O-])c1ccccc1[N+](=O)[O-],2,-13,-11,9,13,-1,-8
C[C@H](CO)N1C[C@H](C)[C@H](CN(C)S(=O)(=O)c2ccc(Cl)cc2)OCCCC[C@H](C)Oc2ccc(NC(=O)c3ccncc3)cc2C1=O,9,-4,5,0,-8,7,9
O=C(Nc1ccccc1N1CCOCC1)c1ccc(Br)o1,/,/,32,-2,-6,10,/
Cc1ccc(S(=O)(=O)N2CCN(C(=O)CN3CCCSc4ccccc43)CC2)cc1,-25,10,2,3,11,-16,7
O=c1cc(O)c2ccc(O)cc2o1,3,/,-4,0,8,1,-7
C[C@@H]1CN([C@H](C)CO)C(=O)c2cccc(NC(=O)Nc3ccc4c(c3)OCO4)c2O[C@H]1CN(C)S(=O)(=O)c1ccc(Cl)cc1,18,/,7,0,12,5,0
COc1ccc(NC(=O)CC2C(=O)NC3CCCCC3N2C(=O)c2ccc(F)cc2)cc1 (stereo not given),0,13,/,10,1,-11,-4
O=C1NC(Cc2ccc(O)cc2)c2nc3ccc(F)cc3c(=O)n2-c2cc3ccccc3cc21 (stereo not given),1,58,/,2,12,29*,64*
CC(C)(C)OC(=O)NCc1ccc(CNC(=O)c2nc[nH]c2C(=O)NCc2ccccc2)cc1,/,-19,6,-1,-5,/,21
c1ccc(CSc2ccc3nnc(-c4cccnc4)n3n2)cc1,-2,27,-4,3,0,-1,-2
CC(N=C1CC(C)(C)CC(=O)/C1=C(/O)CCCN1C(=O)c2ccccc2C1=O)C(=O)O (stereo not given),-1,12,-4,0,-8,6,1
Cn1ncc2c(NCCc3ccccc3)nc(Cl)nc21,-9,-34,-3,0,-35,/,-32
CCN(CC)c1ccc(/C=N/NC(=O)c2ccc(Br)o2)cc1,/,-130,4,1,-89,4,-149
Cc1noc(C)c1NC(=O)Nc1cccc2c1O[C@H](CN(C)C(=O)Nc1c(C)noc1C)[C@@H](C)CN([C@H](C)CO)C2=O,2,-14,4,/,1,-8,-9

# Taken from above:
# Entry for O=C(Nc1ccccc1N1CCOCC1)c1ccc(Br)o1 under CASP6 VEID inh: -2
# Entry for O=c1cc(O)c2ccc(O)cc2o1 under DENV2 CPE rescue: 3
# Entry for CCN(CC)c1ccc(/C=N/NC(=O)c2ccc(Br)o2)cc1 under SIRT5 block: 4
# Entry for C[C@H](CO)N1C[C@H](C)[C@H](CN(C)S(=O)(=O)c2ccc(Cl)cc2)OCCCC[C@H](C)Oc2ccc(NC(=O)c3ccncc3)cc2C1=O under CASP6 VEID inh: 0

# Next section.
SMILES,DENV2 CPE rescue,PAX8 inh HTS,ARNT-TACC3 inh,CASP6 VEID inh,LGR2 inh,SIRT5 block,EWS-Fli block
Cc1cc(C(=O)Nc2cccc3c2O[C@H](CN(C)S(=O)(=O)c2ccccc2)[C@@H](C)CN([C@H](C)CO)C3=O)n(C)n1,-6,10,-6,-5,-5,6,-7
O=C(Cc1cccc([N+](=O)[O-])c1)Nc1cccc(C(=O)N2CCCC2)c1,2,-10,1,-1,1,/,2
COc1ccc(CNC(=O)C/C(C)=N/NC(=O)COc2cccc(C)c2)cc1,-1,16,-9,-3,21,-1,8
CC1CCN(C(=O)c2[nH]cnc2C(=O)NC2CCN(C(=O)OC(C)(C)C)CC2)CC1,-14,4,-6,-2,-23,/,-1
CC(C)NC(=O)Nc1cccc2c1O[C@@H](CN(C)Cc1ccc(C(F)(F)F)cc1)[C@@H](C)CN([C@H](C)CO)C2=O,?,-3,-1,0,2,3,-1
CN1C(=O)c2cc(NC(=O)c3cc(F)cc(F)c3)ccc2OC[C@@H]2O[C@@H](CC(=O)O)CC[C@@H]21,6,-5,3,1,9,-5,-7
O=C(/C=C/c1ccccc1)NCCc1nc2ccccc2[nH]1,0,-12,-1,14,-3,0,14
Cc1cc(=O)oc2cc(OC(C)C(=O)NCCCN3CCCC3=O)c(Cl)cc12 (stereo not given),3,-1,/,-4,-6,2,2
O=C(CN1CCN(Cc2ccccc2)CC1)Nc1nc2ccccc2s1,-5,3,-2,4,3,-5,9
Cc1cc(C)nc(NC(=O)c2c(-c3ccccc3Cl)noc2C)c1,/,12,4,/,-3,/,/
COCC#Cc1cnc2c(c1)C(=O)N([C@H](C)CO)C[C@@H](C)[C@@H](CN(C)S(=O)(=O)c1cccc(OC)c1)O2,-13,23,-6,0,5,1,3
Cc1ccc(S(=O)(=O)N2CCOCC2)cc1C(=O)Nc1cccc(S(=O)(=O)N2CCCC2)c1,-10,10,-1,0,8,/,5
Clc1ccc(-c2csc(NCC3CCCO3)n2)cc1 (stereo not given),-3,-148,/,-2,-94,/,-133
COc1ccccc1CCNC(=O)C1CCC(=O)N(C2CCCCCC2)C1 (stereo not given),-15,4,-2,-3,30,1,-6
CC(=O)C(=Cc1ccc(C(=O)O)cc1)C(C)=O,14,-12,-6,/,4,-7,-5

# Shown with bars between the fields: part of the list above
mol | DENV2 CPE rescue | PAX8 inh HTS | ARNT-TACC3 inh | CASP6 VEID inh | LGR2 inh | SIRT5 block | EWS-Fli block
Cc1cc(C)nc(NC(=O)c2c(-c3ccccc3Cl)noc2C)c1 | / | 12 | 4 | / | -3 | / | /
COCC#Cc1cnc2c(c1)C(=O)N([C@H](C)CO)C[C@@H](C)[C@@H](CN(C)S(=O)(=O)c1cccc(OC)c1)O2 | -13 | 23 | -6 | 0 | 5 | 1 | 3

# The list continues:
SMILES,DENV2 CPE rescue,PAX8 inh HTS,ARNT-TACC3 inh,CASP6 VEID inh,LGR2 inh,SIRT5 block,EWS-Fli block
COc1ccccc1NC(=O)N1C[C@H](O)COC[C@@H]2O[C@H](CC(=O)NCCc3ccccc3)CC[C@H]21,-7,15,-11,0,-6,-3,-6
COc1ccc(NC(=O)CN2C(=O)NC(c3ccccc3)(c3ccccc3)C2=O)cc1,-6,11,-12,-1,3,-7,2
CC(=O)N1C(C(=O)O)CSC1c1ccc(C)cc1 (stereo not given),8,-1,-10,-1,-10,1,0
CC1C2NC(=O)N(Cc3ccccc3)C1(C)Oc1ccccc12 (stereo not given),-9,7,5,1,6,-1,5
Cc1cccc(-c2ccc([C@@H]3[C@H]4CN(S(=O)(=O)c5cccc(F)c5)CC(=O)N4[C@H]3CO)cc2)c1,5,19,/,2,3,14,-3
CC(C)c1nnc(NC(=O)Cc2cccs2)s1,1,7,-2,0,-9,-3,0
CCCCN1C[C@H](COC(=O)CCC)Oc2cccc(F)c2S1(=O)=O,14,6,-3,-3,21,-4,-5
CC(C)C(=O)NC(=S)Nc1ccc(S(=O)(=O)NC2CCCCC2)cc1,-3,26,1,10,5,2,12
O=S(=O)(c1ccc(Cl)cc1)c1nc(-c2ccco2)oc1N1CCCCC1,0,4,1,2,-15,-4,/
Cc1noc(C)c1S(=O)(=O)N(C)C[C@H]1Oc2ccc(NC(=O)Nc3cccc4ccccc34)cc2CC(=O)N([C@H](C)CO)C[C@H]1C,5,-6,/,-1,0,-3,-9
CC(C)(C)OC(=O)C[C@@H]1C/C=C\C[C@@H](CC(=O)N(CCO)Cc2ccccc2)C(=O)N[C@H](Cc2c[nH]c3ccccc23)COC1=O,-10,22,0,/,6,/,-2
O=C(c1cc(-c2ccc(Br)cc2)on1)N1CCCCCC1,-5,-226,1,0,-98,-4,-20
CC(=O)N(C)C[C@H]1Oc2cc(-c3cccnc3)ccc2S(=O)(=O)N([C@@H](C)CO)C[C@@H]1C,-2,-5,-14,-2,21,-2,-18
NS(=O)(=O)c1ccc(NC(=S)NC(=O)c2ccc(-c3ccccc3)cc2)cc1,-7,31,-1,9,5,-3,6
Cc1nc(Cl)c(N=Cc2cccc([N+](=O)[O-])c2)c(Cl)n1,-3,17,-77,3,3,0,1
CC(C)(C)c1ccc(OCC(=O)NN2Cc3ccccc3C2=N)cc1,2,13,-4,-4,-6,-4,11

# Assay outcomes deposited in PubChem by Broad Institute.
